# Assay outcomes (PubChem)
# UTI89 phage lysis: inhibition of K1F phage lysis, E. coli UTI89, bacterial capsule biogenesis inhibitors, alamar blue (AID 488966); E. coli UTI89 K1F phage lysis, alamar blue, 2 h; higher % means a stronger effect; inhibition, % at 100 µM, or IC50 in µM where a hit was titrated; hit rate 0.02% among 340,000;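 active means phage lysis inhibition, versus mean bacterial control, above a set limit; inconclusive means no clear call, values can overlap the other calls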;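 further: capsule biogenesis inhibitors block K1F phage lysis so surviving cells raise fluorescence; higher fluorescence means more inhibition of phage lysis; actives were called in the ten point dose series up to 300 µM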
# RSV CPE inhibition: RSV antiviral activity via CPE protection, HEp-2 cells, primary 10 µM value included (AID 2391); hit rate 0.13% among 310,000; HEp-2 cells, RSV-induced CPE inhibition; higher % means a stronger effect; one-dose CPE inhibition, % at 10 µM; IC50 in µM for titrated hits; in the data active means a potency from the dose series; inconclusive means CPE inhibition mostly from about 23% at the one dose, without a potency; inactive means the rest, 99 in 100 with CPE inhibition below about 21%; further: strong numbers were not always called active
# West Nile antiviral: West Nile virus antiviral activity, cell-based, CPE readout (AID 1621) | hit rate 0.02% among 290,000 | West Nile virus-infected cells, CPE inhibition; higher % means a stronger effect | one-dose CPE inhibition, % at 10 µM; IC50 in µM for titrated hits; in the data active means a potency from the dose series; inconclusive means CPE inhibition mostly from about 3.7% at the one dose, without a potency; inactive means the rest, 99 in 100 with CPE inhibition below about 2.2%; further: strong numbers were not always called active
# ER stress rescue: rescue of cells from ER stress-induced death, primary screen, 384-well, CSM14.1, thapsigargin, ATP luminescence (AID 1222) | CSM14.1 thapsigargin-induced death rescue, ATP luminescence; higher % means a stronger effect | one-dose cellular ATP content (survival), % at 20 µM; EC50 in µM for titrated hits | 190,000 tested, under 10 active;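 active means EC50 below 50 µM in the dose-response confirmation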;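 further: death triggered by thapsigargin at about 15 µM added after 2 h compound pretreatment; cell ATP read after overnight thapsigargin exposure of roughly 18 to 22 hours; normalized against plate controls of thapsigargin alone and 5% DMSO vehicle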
# NS5 inhibitors: Dengue-2 NS5 methyltransferase inhibitors, primary screen, biochemical, confirmation dose response (AID 588689); Genome polyprotein (Dengue virus type 2 (strain 16681-PDK53)); inhibition, % at 25 µM; hits with a dose series show IC50 in µM; hit rate 0.3% among 340,000; Dengue-2 NS5 methyltransferase capping enzyme assay, biochemical; higher % means a stronger effect; in the data active means a potency from the dose series; inconclusive means inhibition above about 29% without an active follow-up result
# WT yeast gro inh: growth inhibition of WT strain, primary screen, mitochondrial fusion inhibitor project, WT and mutant strains, chemical genetic. inhibition, % at 10 µM. AID 1362, 2008. hit rate 2.1% among 190,000. mitochondrial fusion phenotypic screen; in the data active means inhibition above about 58%; tested in S. cerevisiae
# Yfh1-depleted yeast: enhancers of respiration in Yfh1-depleted yeast, dose response, Friedreich's ataxia, plus single-dose screen (AID 1465) | hit rate 0.074% among 220,000 | fold induction at 50 µM, or EC50 in µM where a hit was titrated | S. cerevisiae Yfh1-off respiration, WST-1 reduction, 72 h; higher fold induction means a stronger effect;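 active means fold induction of absorbance versus untreated yeast above a set limit, then at least 30% activation at any dose in follow-up; inconclusive means repeats straddling the limit, or above it without dose testing; inactive means fold induction below the set limit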;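 further: activators that raise dye reduction in frataxin-depleted yeast; strong numbers were not always called active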
# SV40 large T antigen: SV40 large T antigen inhibitors, biochemical (AID 1903); SV40 large T antigen ATPase/helicase inhibition assay; higher % means a stronger effect; inhibition, % at 20 µM; hits with a dose series show IC50 in µM; hit rate 0.39% among 310,000; in the data active means a potency from the dose series; inconclusive means inhibition mostly from about 32% at the one dose, without a potency; inactive means the rest, 99 in 100 with inhibition below about 32%; further: strong numbers were not always called active
# XIAP displacement: XIAP antagonists, biochemical, IAP family, fluorescence polarization (AID 1018) | E3 ubiquitin-protein ligase XIAP (Homo sapiens) | XIAP BIR domain, fluorescence polarization peptide displacement; higher % means a stronger effect | displacement, % at 20 µM; hits with a dose series show IC50 in µM | hit rate 0.007% among 200,000; in the data active means displacement above about 50%; further: a part of the inactive calls stands beside numbers as strong as those of hits
# WT yeast gro inh mutant strain: recorded beside WT yeast gro inh, whose call it bears; inhibition, %; mitochondrial fusion phenotypic screen, mutant strain inhibition
# NS5 inhibitors pilot replicate: also measured in NS5 inhibitors; calls as there; inhibition, %; measured here: pilot screen replicate inhibition
# * hit, by the source's call; i = inactive; ? = inconclusive; nt = no result given; [ ] = another dose, or the depositor's remark.
SMILES,UTI89 phage lysis,RSV CPE inhibition,West Nile antiviral,ER stress rescue,NS5 inhibitors,WT yeast gro inh,WT yeast gro inh mutant strain,Yfh1-depleted yeast,SV40 large T antigen,XIAP displacement,others
CCOC(=O)NC(=O)/C(N=Nc1cccc(C(F)(F)F)c1)=C(\C)O,nt,2.2%,-0.9%,2.8%,nt,0.1,-7.1,i,3.9%,-4.1%,
Cc1c(Nc2nc(C(F)(F)F)nc3ccccc23)c(=O)n(-c2ccccc2)n1C,0.1%,-1.1%,-0.1%,0.1%,-3.6%,0.5,8.4,i,1.3%,-3.8%,
CC1(C)CC(=O)/C(=C(/O)Cc2ccccc2)C(=NCCc2ccccc2)C1,3.7%,1.4%,-1.3%,-0.3%,-4.8%,6.3,1.8,i,14.6%,-5.2%,
CCOc1ccc(-n2nc3ccc(NC(=O)c4ccc5c(c4)OCCO5)cc3n2)cc1,0.2%,-0.3%,-0.2%,0.9%,4.2%,-12.8,7.3,i,18.8%,-7.2%,
Cc1ccc(NC2CCCN(C(=O)c3ccnc(Cl)c3)C2)cc1C (stereo unspecified),0.1%,0.2%,-1.3%,nt,-4.1%,nt,nt,nt,15.6%,nt,
Cc1ccc(S(=O)(=O)Nc2ccc(-c3cn4ccc(C)cc4n3)cc2)cc1,0.2%,15.3%,-0.5%,1.1%,-7.3%,26.3,5.7,i,21.4%,-0.3%,
CC(NC(=O)CCC(=O)c1ccc(F)cc1)C1CC2CCC1C2 (stereo unspecified),0.4%,5.1%,-0.2%,-0.5%,-7.6%,5.2,10.4,i,-0.6%,-3.3%,
Cc1noc(C)c1CN1C(=O)NC2(CCc3ccccc3C2)C1=O (stereo unspecified),0.5%,2.1%,-0.5%,nt,-9.7%,14.8,6.9,i,0.9%,nt,
Cc1ccc(-n2c(C)nn(Cc3ccc([N+](=O)[O-])cc3)c2=O)cc1,0.4%,0.6%,-0.7%,0.0%,-7.5%,-13.8,2.6,i,5.4%,-4.6%,
O=C(COC(=O)c1ccccc1NC(=O)c1ccco1)NC1CCS(=O)(=O)C1 (stereo unspecified),0.3%,0.6%,-0.3%,-0.6%,1.5%,-1.2,-40.0,i,6.5%,-14.6%,
Cc1cc(/C=N/NC(N)=S)c(O)c(/C=N/NC(N)=S)c1,0.8%[50 µM],-0.8%,0.0%,nt,?,nt,nt,i,30.5%,nt,
CCOc1cc(C)nc(NCCc2ccc(OC)c(OC)c2)n1,0.3%,1.4%,-0.4%,3.7%,-2.1%,19.6,29.3,i,12.7%,-5.4%,
Cc1cc(C(=O)Nc2cccc(C(=O)O)c2)c(C)o1,0.8%,-0.6%,0.0%,1.0%,-4.8%,-41.9,-0.5,i,4.4%,-3.3%,
CC1(C)CC(=O)C2=C(C1)NC1=C(C(=O)c3ccccc31)C2c1cc([N+](=O)[O-])ccc1O (stereo unspecified),0.0%[50 µM],?,-0.2%,nt,3.9%,nt,nt,i,24.8%,nt,
CCC(=O)NCCC(c1ccco1)c1ccccc1OC (stereo unspecified),-0.3%,1.1%,0.2%,-1.4%,nt,-3.5,-10.4,i,5.4%,-15.6%,
CC(C)OC(=O)c1c(F)c(F)c(N2CCOCC2)c(F)c1F,1.6%[50 µM],6.0%,0.7%,-1.2%,-2.8%,0.7,7.6,i,5.3%,-7.0%,
CCCC(C)NC(=O)CSc1nnc(-c2c[nH]c3ccccc23)o1 (stereo unspecified),0.7%,0.5%,-0.4%,0.7%,2.2%,8.3,11.2,i,-3.8%,-3.2%,
O=C(OCC(=O)N1CCN(C(=O)c2ccco2)CC1)c1ccccc1,0.4%,3.1%,-0.6%,-0.5%,-10.5%,-7.5,5.0,i,7.7%,-5.0%,
Cc1cccc(Nc2nc3c(c(=O)n(C)c(=O)n3C)n2CC(O)CO)c1 (stereo unspecified),3.1%,-0.2%,-0.3%,-1.6%,-1.5%,6.0,0.1,nt,12.1%,-5.6%,
O=C(/C=C/c1ccc(F)cc1)NCc1cccs1,3.3%,2.8%,-0.2%,-2.8%,-4.4%,-0.8,2.0,i,8.0%,-1.6%,
COc1ccc(NC(=O)C(OC)c2ccccc2)cc1Cl (stereo unspecified),2.1%,1.0%,-0.9%,-6.3%,1.4%,-9.0,8.7,i,1.7%,-2.4%,
Cc1cc(NS(=O)(=O)Cc2ccccc2)cc(C)c1OCC(=O)N1CCOCC1,3.6%,0.7%,0.3%,-3.4%,-3.4%,-3.0,-29.9,i,-1.1%,-6.1%,
CCCN(CCC)c1nc(N)nc(-c2cc(Cl)ccc2OC)n1,0.2%,?,-0.6%,-2.2%,-8.3%,22.6,-3.8,i,6.6%,-2.8%,
O=C(COc1ccc(Cl)cc1)OCc1csc(Nc2ccccc2)n1,-1.9%,1.2%,-0.7%,-1.8%,-3.3%,26.4,13.4,i,0.4%,-3.1%,
COC(=O)c1cn(-c2ccccc2)c(=O)c2ccccc12,-1.4%,1.5%,-0.7%,0.1%,-7.2%,-0.5,14.1,i,14.5%,-2.4%,
# Following part
SMILES,UTI89 phage lysis,RSV CPE inhibition,West Nile antiviral,ER stress rescue,NS5 inhibitors,WT yeast gro inh,WT yeast gro inh mutant strain,Yfh1-depleted yeast,SV40 large T antigen,XIAP displacement,others
Cc1ccc(-c2cc3nn(-c4ccccc4)c(N)c3c(=O)o2)cc1,-0.1%,?,0.8%,-1.2%,-5.0%,-15.6,16.0,i,8.6%,1.1%,
NS(=O)(=O)c1ccc(NC(=O)COC(=O)CCC2CCCCC2)cc1,-0.2%,2.0%,-0.6%,-1.2%,0.0%,-16.2,24.0,i,-3.3%,-10.1%,
COc1ccc(CNC(=O)C2CCCN(c3nc4ccccc4o3)C2)c(OC)c1 (stereo unspecified),-0.6%,2.2%,-0.5%,-0.4%,0.8%,-15.8,-9.2,i,2.5%,-3.9%,
O=C(N/C(=C\c1ccccc1)C(=O)N1CCCCC1)c1ccc(Br)o1,-0.1%[50 µM],0.1%,-1.1%,nt,-7.1%,nt,nt,nt,20.4%,nt,
COCCn1c(C)cc(C(=O)CSc2nc(C)c(C)c(C)n2)c1C,0.2%,1.9%,-0.4%,-0.6%,4.7%,-23.4,-15.2,i,10.9%,-5.3%,
O=C(NCc1cccnc1)c1noc2c1CCCCC2,-2.4%,0.6%,-0.2%,-4.3%,-8.0%,-7.4,-15.8,i,1.7%,-1.2%,
Cc1cc(C)c2nc(N3CCN(C)CC3)c(C#N)cc2c1,0.7%,-0.1%,-0.5%,-0.6%,3.1%,1.8,1.2,i,3.2%,-2.0%,
CC(=O)NCc1ccc(S(=O)(=O)N/N=C/c2ccccc2)cc1,0.1%,1.9%,0.2%,-0.5%,-7.1%,-7.5,-9.3,i,11.5%,-3.5%,
Cc1ccc(-c2n[nH]c(=S)n2/N=C/c2c(C)nn(-c3ccccc3)c2C)cc1,-0.6%[50 µM],6.1%,-0.9%,-2.3%,-3.8%,-0.7,-16.8,i,10.4%,-7.1%,
COc1ccc(/C=C2\Sc3ccc(C(=O)N4CCN(Cc5ccccc5)CC4)cc3N(C)C2=O)cc1OC,-0.4%,18.9%,-0.7%,nt,-1.6%,nt,nt,nt,8.9%,nt,
COc1ccc(OC(=O)CCN2C(=O)C3C4C=CC(C4)C3C2=O)cc1 (stereo unspecified),0.4%,0.5%,0.8%,-1.0%,-4.5%,-16.3,8.2,i,7.0%,-4.4%,
Cc1ccccc1Cn1cc(NS(=O)(=O)c2cn(C)nc2C)cn1,-0.8%[50 µM],0.7%,-0.3%,nt,-6.5%,nt,nt,nt,5.0%,nt,
O=C(CSc1ccccc1)NN1C(=O)c2ccccc2C1=O,0.2%,-0.5%,0.3%,-1.3%,-2.2%,-10.1,2.8,i,1.1%,-1.2%,
Cc1ccc2c(cnn2C(=O)CCCC(=O)NCc2ccc(Cl)cc2)c1,7.0%,2.2%,-0.3%,nt,-1.4%,nt,nt,nt,3.8%,nt,
O=C(O)C1CCC(Cn2c(SCc3cc(=O)n4cc(Br)ccc4n3)nc3ccsc3c2=O)CC1 (stereo unspecified),9.8%,?,-0.1%,3.6%,-3.1%,1.4,-4.7,i,34.8%,-6.1%,
CCN(CC)c1ccc(/C=N/NC(=O)c2nnn(-c3nonc3N)c2C(C)C)c(O)c1,0.0%,3.8%,?,nt,-5.4%,nt,nt,nt,-13.2%,nt,
CCOc1ccc(CN2CCN(Cc3cnc(-c4ccccc4)s3)CC2CCO)cc1 (stereo unspecified),0.1%,9.2%,-1.9%,-0.3%,-5.3%,-1.8,0.8,i,1.1%,2.7%,
CCCNC(=O)c1ccc2c(c1)ncn2-c1ccccc1OC,0.3%,1.8%,0.3%,nt,-1.4%,3.8,-17.4,i,0.3%,5.1%,
COc1ccc(NC(=O)C(Cc2ccccc2)NC(=O)c2ccco2)cc1OC (stereo unspecified),7.2%,0.7%,0.4%,-3.1%,-6.4%,2.2,11.1,i,5.9%,-3.3%,
CCCc1cc(=O)[nH]c2nnc(SCC(=O)Nc3nccs3)n12,1.0%[50 µM],-1.2%,nt,nt,-3.6%,nt,nt,nt,10.1%,nt,
Cc1ccc(-c2cc3ccccc3nc2N2CCCC2)cc1,-0.2%,6.3%,-0.1%,-1.0%,-21.8%,55.9,41.5,i,22.0%,-2.8%,
COCCCNCCCCOc1ccc(C)cc1[N+](=O)[O-],-0.2%,0.1%,-0.7%,0.1%,-5.2%,-2.1,17.2,i,5.4%,3.6%,
O=C(O)c1ccc(/C=N/Nc2nc3ccccc3[nH]2)cc1,-0.1%,0.7%,0.0%,nt,5.2%,nt,nt,i,19.4%,nt,
Cc1nn(-c2ccccc2)c(Cl)c1C(=O)Nc1nnc(C2CCCCC2)s1,0.4%,17.8%,0.0%,0.0%,2.3%,6.1,-6.1,i,20.7%,-4.4%,
CC(=O)C1=C(C)NC(=O)NC1c1cc(Br)ccc1OCC(N)=O (stereo unspecified),0.4%,3.3%,0.2%,-2.2%,nt,-15.9,-36.4,i,11.6%,-3.6%,
COc1ccc(S(=O)(=O)NCCOc2ccccc2)cc1F,-0.1%,6.6%,-0.2%,nt,-4.5%,nt,nt,nt,6.4%,nt,
CCOC(=O)c1cnn(Cc2ccccc2Cl)c1N,0.7%,1.4%,-0.8%,-0.3%,-4.1%,-15.8,-6.2,i,9.3%,-0.7%,NS5 inhibitors pilot replicate=4.1
Cn1nnnc1SCC(=O)NCCc1ccc(Cl)cc1,0.0%,1.0%,1.1%,-1.3%,-2.1%,15.0,10.3,i,4.1%,-7.1%,
O=C(Cn1cc(C(=O)C(F)(F)F)c2ccccc21)Nc1ccccc1F,0.4%,2.5%,-0.6%,nt,1.2%,nt,nt,nt,3.1%,nt,
COc1ccc(-c2nnc(SCC(=O)N3CCN(c4ccccc4)CC3)o2)cc1OC,1.2%,1.0%,nt,-1.9%,-6.5%,0.1,-4.8,nt,0.4%,-7.8%,
